Screens from PubChem.
PLAP inhibitors HTS: PLAP enzyme inhibitors, biochemical, luminescence, HTS (AID 690). purified PLAP, luminescent substrate; higher % means a stronger effect. one-dose inhibition, % at 20 µM; IC50 in µM for titrated hits. 96,000 tested, 0.08% active; in the data active = a potency from the dose series; inactive = the rest, 99 in 100 with inhibition below about 30%; note: strong numbers were not always called active
IL1B NFkB inh: blocks IL-1B driven NFkB nuclear translocation in HUVEC cells; HUVEC IL-1B NFkB p65 nuclear translocation imaging; inhibition, % at 2 µM; 94,000 tested, 0.43% active; AID 796;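 active = inhibition above about 30% together with a positive call from visual inspection of the well image, limit read from the data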;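 note: nuclear over cytoplasmic p65 intensity ratio measured by imaging; 0% = IL-1B stimulated DMSO wells and 100% = unstimulated DMSO wells; values of inactives mirror those of a sister screen read the other way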
MRP reversal: reverses drug resistance mediated by MRP; differential viability (reversal), % at 10 µM; AID 602; 85,000 tested, 0.04% active; H69AR cells + 2 uM doxorubicin, CellTiter-Glo, 72 h;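 active = viability drop by adding the cancer drug above about 55%, with treated viability meeting a 40% cutoff, limit read from the data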;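 note: viability without doxorubicin minus viability with 2 µM doxorubicin for each compound; larger differential means the compound sensitizes cells more to doxorubicin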
NFkB transloc pot: enhances IL-1B driven NFkB nuclear translocation | 94,000 tested, 0.3% active | activation, % at 2 µM | HUVEC IL-1B NFkB p65 nuclear translocation imaging;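 active = activation above 40%, about the mean plus 3 SD, also judged a hit on visual image review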;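 note: percent activation is computed from the nuclear over cytoplasmic p65 intensity ratio; values of inactives mirror those of a sister screen read the other way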
Bcl-B displacement: displacers of TR3 peptide from Bcl-B, primary screen, selectivity assay for Bfl-1 inhibitor project, biochemical, fluorescence polarization; FP displacement of FITC-TR3 peptide from Bcl-B; higher % means a stronger effect; one-dose displacement, % at 20 µM; IC50 in µM for titrated hits; 96,000 tested, 0.11% active; AID 748;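 active = displacement above 50% at 20 µM plus a fluorescence interference ratio under 1.5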;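 note: plate controls were wells without compound for no effect and wells lacking Bcl-B protein for full effect; a part of the inactive calls stands beside numbers as strong as those of hits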
MRP reversal cytotoxicity: further read-out of MRP reversal, marked with its call; viability, %; H69AR cells, CellTiter-Glo, 72 h; measured here: cytotoxicity without doxorubicin
MRP reversal with doxorubicin: second read-out of MRP reversal, no call of its own (marks repeat the call); viability, %; measured here: viability with 2 uM doxorubicin; stronger effect = lower value
IL1B NFkB inh cell count 2 µM: further read-out of IL1B NFkB inh, marked with its call; cell count; measured here: cells passing quality filter;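 raw number of nuclei counted in each imaged well without normalization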
NFkB transloc pot cell count 2 µM: further read-out of NFkB transloc pot, marked with its call; cell count; measured here: cells passing quality filter
Active calls of the source: *; . = no result given. Not all compounds are listed; rates above refer to the full screens.

SMILES	PLAP inhibitors HTS	IL1B NFkB inh	IL1B NFkB inh cell count 2 µM	MRP reversal	MRP reversal cytotoxicity	MRP reversal with doxorubicin	NFkB transloc pot	NFkB transloc pot cell count 2 µM	Bcl-B displacement
CC(C)Cc1nc(N2CCN(C(=O)C(C)C)CC2)c(C#N)c2c1CCC2	-11%	20	75	27	105	78	-20	75	-26%
Cc1ccc(S(=O)(=O)NNC(=O)c2cc3cc4ccccc4nc3s2)cc1	-33%	3	117	.	.	.	-3	117	3%
COc1ccc(C(=O)CC(Nc2ccc([N+](=O)[O-])cc2)c2ccc(OC)cc2)cc1 (stereo unspecified)	-6%	2	134	.	.	.	-2	134	19%
Cc1nc2nc(COc3ccccc3)[nH]n2c(=O)c1Cc1ccccc1	4%	-6	170	18	91	73	6	170	-5%
Cc1cccc2nc(CSc3ccccc3N)cn12	.	4	68	18	99	81	-4	68	.
Cc1ccc(C(C(=O)NC(C)(C)C)N(Cc2ccco2)C(=O)CCC(=O)Nc2nccs2)cc1 (stereo unspecified)	.	-1	107	-3	70	73	1	107	.
CC12CCC(c3c(C(=O)O)nn(-c4ccc(F)cc4)c31)C2(C)C (stereo unspecified)	-24%	-5	129	-14	76	90	5	129	-5%
COC(=O)CC1SC(=O)NC1=Nc1cccc(C)c1 (stereo unspecified)	20%	2	153	-24	73	97	-2	153	-6%
CC(C)(C)n1nnnc1C(c1ccc(C(F)(F)F)cc1)N(Cc1ccc(F)cc1)Cc1ccco1 (stereo unspecified)	.	-27	117	27	98	71	27	117	.
Cc1ccc(S(=O)(=O)c2cc3c(=O)n4cc(C)ccc4nc3n(CC3CCCO3)c2=N)cc1 (stereo unspecified)	10%	.	.	-39	48	87	.	.	-6%

The final 2 records of the section above come first, to join the parts.
SMILES	PLAP inhibitors HTS	IL1B NFkB inh	IL1B NFkB inh cell count 2 µM	MRP reversal	MRP reversal cytotoxicity	MRP reversal with doxorubicin	NFkB transloc pot	NFkB transloc pot cell count 2 µM	Bcl-B displacement
CC(C)(C)n1nnnc1C(c1ccc(C(F)(F)F)cc1)N(Cc1ccc(F)cc1)Cc1ccco1 (stereo unspecified)	.	-27	117	27	98	71	27	117	.
Cc1ccc(S(=O)(=O)c2cc3c(=O)n4cc(C)ccc4nc3n(CC3CCCO3)c2=N)cc1 (stereo unspecified)	10%	.	.	-39	48	87	.	.	-6%
Cc1nc2ncnn2c(Nc2ccc3c(c2)OCO3)c1Cc1ccccc1	-93%	10	109	4	87	83	-10	109	-12%
COC(=O)c1cccc(Nc2ncnc3ccc(C)cc23)c1	13%	6	166	-28	49	77	-6	166	3%
CCOC(=O)c1c(N)c(C#N)cn1-c1ccccc1	13%	-18	107	35	103	68	18	107	-6%
COc1ccc(OCc2nnc(SCC(N)=O)n2N)cc1	20%	2	144	.	.	.	-2	144	-1%
CCOC(=O)N1CCN(C(=O)CS(=O)(=O)c2cn(Cc3ccc(Cl)cc3)c3ccccc23)CC1	-30%	1	178	2	84	82	-1	178	1%
CN(C1CCCCC1)S(=O)(=O)c1ccc(S(=O)(=O)N2CCN(C(=O)c3ccccc3F)CC2)cc1	7%	-2	77	0	64	64	2	77	4%
CCCC(c1nnnn1CCc1ccccc1)N1CCC(C(N)=O)CC1 (stereo unspecified)	.	-25	123	-3	94	98	25	123	.
Cn1c(SCC(=O)N2CCOCC2)nc2cccnc21	2%	1	90	3	100	97	-1	90	-1%
CCOC(=O)Cc1nnc(Nc2cccc(O)c2)c2ccccc12	8%	-3	143	11	95	84	3	143	-5%
COc1ccc(C(=O)Nc2cccc(N(C)S(C)(=O)=O)c2)cc1OC	-1%	-9	143	1	89	88	9	143	-55%
Cc1c(Cl)cccc1N1C(=O)CC(N(O)c2ccccc2)C1=O (stereo unspecified)	-30%	1	130	-1	101	102	-1	130	-10%
O=C(C1CCN(S(=O)(=O)c2ccc(Br)s2)CC1)N1CCc2ccccc21	11%	-2	198	-11	84	95	2	198	4%
COC(=O)C1=C(C)NC2=C(C(=O)CC(C)(C)C2)C1c1ccccn1 (stereo unspecified)	.	-11	118	9	105	95	11	118	.
Cc1cc(Nc2ccc(F)cc2Cl)n2nc(C)nc2n1	-78%	8	174	5	98	93	-8	174	-7%
CN(C(N)=S)c1ccccc1	0%	-2	142	.	.	.	2	142	0%
COc1cc(C(=O)NC(=S)Nc2ccc3oc(=O)ccc3c2)cc(OC)c1OC	3%	9	140	.	.	.	-9	140	-10%
Cc1ccc2[nH]c(=O)c(CNC(C)C)cc2c1	6%	3	91	-7	94	101	-3	91	-1%
O=C1NC(c2cccnc2)C(C(=O)c2cccs2)C(O)(C(F)(F)F)N1 (stereo unspecified)	-7%	0	169	-2	91	93	0	169	-3%
Cc1nnc(SCC(=O)c2c(N)n(C)c(=O)n(C)c2=O)n1Cc1ccccc1	2%	.	.	-2	79	81	.	.	8%
O=C(CSCc1ccc(Cl)cc1)Nc1ccccc1C(=O)N1CCOCC1	-7%	2	120	.	.	.	-2	120	7%
Cc1nnc(C)n1/N=C/c1ccc(O)cc1	14%	.	.	15	98	83	.	.	-20%
CC(=O)NCC(=O)NC(C(=O)Nc1ccc2c(c1)OCCO2)c1ccc(C)cc1 (stereo unspecified)	-11%	.	.	-6	94	100	.	.	-6%
CCSc1nc(N)c2c(C)c(C)sc2n1	.	-34	147	19	95	76	34	147	.
CC1(C)CC(=O)C2=C(C1)Oc1ncn(CCO)c(=N)c1C2c1ccccc1 (stereo unspecified)	-47%	2	98	5	91	86	-2	98	-1%
Cc1ccc(OC(=S)Nc2ccccc2)c(C)c1	.	-8	99	-12	63	76	8	99	.
CC(NC(=O)COC(=O)c1ccco1)c1ccccc1 (stereo unspecified)	11%	-8	183	.	.	.	8	183	-6%
CN(C)S(=O)(=O)N(CC(=O)Nc1ccc(F)c(F)c1)c1ccccc1	19%	0	125	-7	103	111	0	125	18%
COC(=O)C1=CNC=C(C(=O)OC)C1c1cccc(OC)c1	-2%	-23	135	6	91	85	23	135	-8%
CCOc1ccc(S(=O)(=O)N2CCc3ccccc3C2)cc1	10%	-14	123	-1	86	87	14	123	21%
CCOC(=O)c1oc2ccc(S(=O)(=O)Nc3ccc4c(c3)n(C)c(=O)n4C)cc2c1C	-4%	13	160	-4	66	71	-13	160	0%
Cc1cc(C)n(S(=O)(=O)c2ccc(C(C)(C)C)cc2)n1	14%	-2	68	-4	65	70	2	68	-1%
COc1ccc([N+](=O)[O-])cc1N(CC(O)Cn1nnc2ccccc21)S(=O)(=O)c1ccc(C)cc1 (stereo unspecified)	-41%	.	.	-6	76	82	.	.	-4%
CCN(C(=O)c1cnc2scc(C)n2c1=O)c1ccccc1C	-2%	.	.	20	102	82	.	.	-5%
Cc1ccc(Cl)cc1N1CCN(S(=O)(=O)c2cnc[nH]2)CC1	-55%	-2	157	3	92	89	2	157	-5%
CC(=O)Nc1ccc(S(=O)(=O)NCCNC(=O)c2ccccc2F)cc1	-37%	-23	119	5	97	92	23	119	-1%
CCCn1c(CC)nc([N+](=O)[O-])c1S(=O)(=O)c1ccccc1	-22%	19	124	.	.	.	-19	124	6%
CCOC(=O)c1[nH]c2ccc(F)cc2c1NC(=O)CN1CCN(C/C=C/c2ccccc2)CC1	-37%	-1	145	1	4	2	1	145	-20%
N#CCCCn1c(-c2ccccc2)noc1=O	18%	8	193	5	99	94	-8	193	1%
CN(C)C(=O)Cn1nc(-c2ccccc2)c2ccccc2c1=O	-12%	-26	152	14	84	71	26	152	-4%
N#Cc1c(-c2ccc3c(c2)OCO3)csc1N	22%	-26	125	6	89	82	26	125	-2%
CCOC(=O)C1=C(O)/C(=C/c2ccc(C)o2)SC1=NC(=O)c1ccccc1C	.	7	102	-5	17	22	-7	102	.
Cc1ccc(C)c(NC(NC(=O)c2cccnc2)C(Cl)(Cl)Cl)c1 (stereo unspecified)	4%	0	157	.	.	.	0	157	-12%
CCOc1ccccc1NS(=O)(=O)c1cccc2nsnc12	-10%	.	.	-1	93	94	.	.	1%
Cc1c(Cc2c(Cl)cccc2Cl)c(=O)ccn1C(C)c1ccccc1 (stereo unspecified)	-9%	5	134	.	.	.	-5	134	0%
COc1ccc(S(=O)(=O)N2CCN(C)CC2)cc1Br	17%	4	195	14	94	80	-4	195	5%
Cc1nc(N2CCN(C)CC2)c2c(C)c(C(=O)Nc3ccc(C)c(F)c3)sc2n1	-74%	3	106	-18	49	67	-3	106	3%
CC(NC(=O)COc1ccccc1)C(=O)OCC(=O)c1cc2ccccc2o1 (stereo unspecified)	-18%	-6	180	13	92	79	6	180	-35%
Cc1cc(=O)oc2cc(OC(C)C(=O)Nc3nccs3)ccc12 (stereo unspecified)	-6%	-28	141	11	103	92	28	141	3%
Cc1oc(-c2ccccc2Cl)cc1-c1nn2c(-c3ccco3)nnc2s1	-11%	.	.	12	100	88	.	.	-9%
CCOc1ccc(NC(=O)N(C2CCCCCC2)C2CCN(C(C)=O)CC2)cc1	-42%	-5	105	0	97	97	5	105	1%
Additional results
SMILES	PLAP inhibitors HTS	IL1B NFkB inh	IL1B NFkB inh cell count 2 µM	MRP reversal	MRP reversal cytotoxicity	MRP reversal with doxorubicin	NFkB transloc pot	NFkB transloc pot cell count 2 µM	Bcl-B displacement
O=C(NC(C(=O)c1ccccc1)N1CCOCC1)c1ccccc1 (stereo unspecified)	-3%	.	.	.	.	.	.	.	-7%
O=C(Nc1cc(Cl)ccc1O)c1snnc1-c1ccccc1	-8%	-3	115	.	.	.	3	115	-2%
c1ccc(Oc2cnc3ccccc3n2)cc1	-3%	0	183	.	.	.	0	183	-9%
COc1cc(C(=O)N2CCN(C/C=C/c3ccccc3)CC2)cc(OC)c1C	0%	-4	155	.	.	.	4	155	6%
Cc1cccc(OCc2nnc(N)s2)c1	22%	-13	150	10	97	87	13	150	-8%
COc1cc(C(=O)NCc2cccc3ccccc23)ccc1OCc1ccccc1	-41%	-6	122	6	67	60	6	122	-5%
CCOC(=O)CN1C(=O)C(Sc2nnc(-c3ccccc3OC)s2)CCc2ccccc21 (stereo unspecified)	.	2	146	10	92	82	-2	146	.
O=C(CCc1ccccc1)NCc1ccccn1	16%	.	.	8	100	93	.	.	2%
CCOC(=O)c1cnc(-n2nc(C)cc2C)nc1Nc1cccc(C(=O)O)c1	-41%	-6	105	21	102	81	6	105	-4%
CC(CN1CCOCC1)c1ccccc1 (stereo unspecified)	-10%	-7	157	5	101	96	7	157	5%

Individual results from the results shown:
c1ccc(Oc2cnc3ccccc3n2)cc1 @ NFkB transloc pot cell count 2 µM = 183
O=C(CCc1ccccc1)NCc1ccccn1 @ MRP reversal = 8
CCOC(=O)CN1C(=O)C(Sc2nnc(-c3ccccc3OC)s2)CCc2ccccc21 (stereo unspecified) @ MRP reversal with doxorubicin = 82
CC(CN1CCOCC1)c1ccccc1 (stereo unspecified) @ MRP reversal with doxorubicin = 96

Back to the main list; the three compounds before the break are reprinted first.
SMILES	PLAP inhibitors HTS	IL1B NFkB inh	IL1B NFkB inh cell count 2 µM	MRP reversal	MRP reversal cytotoxicity	MRP reversal with doxorubicin	NFkB transloc pot	NFkB transloc pot cell count 2 µM	Bcl-B displacement
O=C(CCc1ccccc1)NCc1ccccn1	16%	.	.	8	100	93	.	.	2%
CCOC(=O)c1cnc(-n2nc(C)cc2C)nc1Nc1cccc(C(=O)O)c1	-41%	-6	105	21	102	81	6	105	-4%
CC(CN1CCOCC1)c1ccccc1 (stereo unspecified)	-10%	-7	157	5	101	96	7	157	5%
O=C(CC1CCCC1)Nc1ccc2c(c1)CCC2	26%	6	154	-7	100	108	-6	154	2%
CCOc1ccc(N(C(C)C(=O)NC2CCCCCC2)S(C)(=O)=O)cc1 (stereo unspecified)	4%	-16	115	.	.	.	16	115	-3%
CC1CCCN(C(=O)CSc2nnc3n(C4CCCC4)c(=O)c4ccccc4n23)C1 (stereo unspecified)	-50%	-12	137	-6	67	72	12	137	7%
Cn1c(=O)[nH]c(=O)c2[nH]c(NCCCN3CCOCC3)nc21	6%	9	151	6	93	87	-9	151	-2%
CN(CC(=O)N1CCN(c2ccc(F)cc2)CC1)S(=O)(=O)c1ccc(F)cc1	-14%	-21	148	10	92	82	21	148	-2%
COc1ccc(Cl)cc1NC(=O)CN1C(=O)CCS(=O)(=O)c2ccccc21	.	4	109	-60	29	89	-4	109	.
